Compound activity: PubChem, National Center for Advancing Translational Sciences (NCATS)
Luciferase inh – blocks purified firefly luciferase enzyme activity | P08659 | purified P. pyralis luciferase, luminescence, biochemical | Potency, µM (series often up to 115 µM), for inactives: top-dose activity change, negative = inhibition, actives largely listed as inhibitors | 76,000 compounds, 2.5% hits | AID 1347043; also: potency is read from the fitted curve at half-maximal effect; nearly all actives have a fitted effect of over 65% in size
Target sequence (P08659 whole entry, looked up): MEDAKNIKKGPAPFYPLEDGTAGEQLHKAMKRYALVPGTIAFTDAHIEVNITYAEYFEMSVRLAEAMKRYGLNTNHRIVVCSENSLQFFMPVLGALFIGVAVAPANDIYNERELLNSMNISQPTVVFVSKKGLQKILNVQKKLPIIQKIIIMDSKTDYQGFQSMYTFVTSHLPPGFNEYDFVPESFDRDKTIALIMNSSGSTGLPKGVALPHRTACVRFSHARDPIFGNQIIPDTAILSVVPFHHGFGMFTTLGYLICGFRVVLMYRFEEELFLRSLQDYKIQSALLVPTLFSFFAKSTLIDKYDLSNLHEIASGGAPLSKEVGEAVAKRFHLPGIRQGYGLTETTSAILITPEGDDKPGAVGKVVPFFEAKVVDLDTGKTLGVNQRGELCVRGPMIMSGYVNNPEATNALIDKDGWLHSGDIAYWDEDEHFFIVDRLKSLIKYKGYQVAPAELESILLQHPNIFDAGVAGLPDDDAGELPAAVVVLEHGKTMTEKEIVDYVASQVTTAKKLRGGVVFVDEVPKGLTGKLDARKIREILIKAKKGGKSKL
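Purified 10nM P. pyralis luciferase with 10uM D-luciferin and 10uM ATP in 50mM Tris acetate pH 7.5, 10mM Mg acetate, 0.01% Tween-20, 0.05% BSA. qHTS titration; luminescence read by CCD imager.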
HEK cytotox – cytotoxic compounds in HEK 293 cells; HEK 293 viability, ATP luminescence (CellTiter-Glo), 48-72 h; Potency, µM (highest dose often 115 µM), for the others: top-dose activity change, negative = cytotoxicity, usual class: inhibitors; 94,000 compounds, 6.6% hits; AID 1345083; also: potency is read from the fitted curve at half-maximal effect; nearly all actives have a fitted effect of over 60% in size
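HEK 293 cells seeded at 250 cells/well were exposed to compound for 48 or 72 hr at 37 degree Celsius. Viability taken as ATP content by CellTiter-Glo luminescence.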
GPT2 inhibitor – blocks human glutamate pyruvate transaminase 2. Potency, µM (highest dose often 57.7 µM), for the others: top-dose activity change, negative = inhibition, usual class: inhibitors. Recombinant GPT2, coupled pyruvate oxidase/HRP Amplex Red fluorescence. AID 1671188. Q8TD30. 100,000 compounds, 0.25% hits; also: potency is read from the fitted curve at half-maximal effect; nearly all actives have a fitted effect of over 60% in size; many of its hits are not listed in these tables
Target sequence (Q8TD30 whole entry, looked up): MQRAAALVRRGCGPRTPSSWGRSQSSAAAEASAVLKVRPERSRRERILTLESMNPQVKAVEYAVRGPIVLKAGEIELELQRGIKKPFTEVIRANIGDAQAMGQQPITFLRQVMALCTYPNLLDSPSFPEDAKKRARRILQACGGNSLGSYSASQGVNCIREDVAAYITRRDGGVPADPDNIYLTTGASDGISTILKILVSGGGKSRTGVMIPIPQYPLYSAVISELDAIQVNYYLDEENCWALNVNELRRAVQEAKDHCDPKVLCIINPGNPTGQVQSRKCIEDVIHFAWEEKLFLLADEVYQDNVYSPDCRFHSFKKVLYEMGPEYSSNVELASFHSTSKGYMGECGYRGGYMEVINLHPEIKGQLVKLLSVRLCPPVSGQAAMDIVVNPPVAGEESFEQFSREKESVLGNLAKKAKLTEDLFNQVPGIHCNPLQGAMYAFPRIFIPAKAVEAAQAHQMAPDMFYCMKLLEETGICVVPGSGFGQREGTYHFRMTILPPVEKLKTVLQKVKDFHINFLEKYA
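Fluorescence of coupled pyruvate oxidase/HRP/Amplex Red system (50uM Amplex, 30 min, dark) reports pyruvate formed by GPT2. Enzyme reaction: 10ng/uL GPT2, 2mM L-alanine, 250uM a-KG, 30 min room temperature, pH 7.5; 50uM AOA control.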
NIH3T3 tox – NIH 3T3 cell cytotoxicity; NIH 3T3 viability, CellTiter-Glo ATP luminescence, 48-72 h; Potency, µM (top dose mostly 96.7 µM), for inactives: top-dose activity change, negative = cytotoxicity, usual class: inhibitors; 94,000 compounds, 4.3% hits; also: potency is read from the fitted curve at half-maximal effect; nearly all actives have a fitted effect of over 55% in size
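Mouse fibroblast NIH 3T3 cells, 400 per well, received compound via pintool and were incubated for 48 or 72 hr prior to CellTiter-Glo ATP luminescence measurement.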
SNCA expr inhib – inhibitors of alpha-synuclein (SNCA) gene expression; HEK-293 SNCA-luciferase knock-in, luminescence, 24 h; Potency, µM (titrated, usually from 57.2 µM), for the others: at the top dose activity change, negative = inhibition, most hits filed as inhibitors; 140,000 compounds, 0.17% hits;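 also: potency is read from the fitted curve at half-maximal effect; plate controls were DMSO cells for no effect and cell-free wells for full effect; nearly all actives have a fitted effect of over 45% in size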
IP6K1 inhibitor – inhibitors of human IP6K1. activity change, % (series mostly up to about 58 µM). IP6K1 kinase, ADP-Glo luminescence, 2 h; hits give low values. 140,000 compounds, 0.81% hits; in the data active = activity change below about -25%
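ADP-Glo luminescence measures ADP made by human IP6K1 during a 2 h RT reaction with ATP/IP6 (mix at 1.3 mM/130 uM); top library doses 57.5 and 19.1 uM final.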
HEK293 viab – cell viability loss counter-screen | HEK-293-SNCA-luc viability, GF-AFC fluorescence, 24 h | Potency, µM (series often up to 57.1 µM), for the others: at the top dose activity change, negative = cytotoxicity, actives largely listed as cytotoxic | 150,000 compounds, 0.12% hits | AID 1671193;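 also: potency is read from the fitted curve at half-maximal effect; 0% = DMSO-treated cells and -100% = medium-only wells without cells; nearly all actives have a fitted effect of over 30% in size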
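HEK-293-SNCA-luc cells (1500/well) plated 24 h, then exposed 24 h to a dilution series; GF-AFC added 30 min at 37C, fluorescence 405/540 nm; normalised to medium-only and DMSO wells, Hill fit.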
Numbers without * were called inactive; i = inactive; ? = inconclusive; . = not tested or not shown; [ ] = remark or other dose. Unless noted, calls follow the shape of the dose curve; as a rule, active = well fitted curve in the direction sought with a large enough effect; inconclusive = small, poorly fitted or top-dose-only effect, or another doubt; inactive = no such curve, though single readings can be large; an effect the other way counts as inactive or inconclusive. Unless noted, % is scaled to controls: 0 for no effect and ±100 for the full control effect. An excerpt, so the mix of outcomes need not match the whole.

Values run as follows: Luciferase inh, HEK cytotox, GPT2 inhibitor, NIH3T3 tox, SNCA expr inhib, IP6K1 inhibitor, HEK293 viab
#1 CC(C)C1=NOC2(CCN(C(=O)c3ccccc3)C2)C1 (centres undefined)
  ., 0%[172 µM], 0%[88.5 µM], i, -23%[87.6 µM], 3, 4%[87.6 µM]
#2 Cc1cccc(-c2nc(SCCCOc3ccc(Cl)c(C)c3)n3[nH]c(=O)cc3n2)c1
  ., ., ., ., -5%, -1, -4%
#3 CN(C)C(=O)C1CCCN1c1nccc(Nc2ccccc2F)n1 (centres undefined)
  ., -22%[172 µM], -4%[88.5 µM], -14%[138 µM], 27%[87.6 µM], -3, 5%[12.5 µM]
#4 Cc1ccc(OCc2nc(C3CCN(C(=O)Cc4cccc(F)c4)C3)no2)cc1 (centres undefined)
  ., ?, 4%, ?, -3%, -6, 5%
#5 O=C1NCCC[C@@H]1NC(=O)[C@H]1CN(C(=O)c2ccccc2)CCN1S(=O)(=O)c1ccc(F)cc1
  3%, i, -9%, -1%, ?, 3, 7%
#6 CN(Cc1ccc(N2CCNC2=O)cc1)CC1CCCN(CCc2ccc(F)cc2)C1 (centres undefined)
  -6%, ?, -4%, ?, 29%, 8, 6%
#7 Cc1nc(C)c(C(=O)N2CCC(N3CC4CC(C3)[C@H]3CCCC(=O)N3C4)CC2)s1 (some centres undefined)
  -1%, 2%, i, i, -8%, 9, -7%
#8 COc1cccc(N(Cc2nnc3n2CCCCC3)C(=O)Nc2cccc(Cl)c2)c1
  ., ., ., ., -18%, -14, 0%
#9 O=C(COc1ccc2nncn2n1)N1CCCC(c2ccn[nH]2)C1 (centres undefined)
  6%, -36%, i, -15%, -3%, 14, -2%
#10 O=C(Nc1cc(C(F)(F)F)ccc1Cl)c1cc2nc(-c3ccc4c(c3)OCO4)cc(C(F)(F)F)n2n1
  ., ., ., ., 6%, 5, 7%
#11 Cc1ccc(-c2cccc(CN3CCCC3C(=O)N3CCN(c4ncccn4)CC3)c2)cc1Cl (centres undefined)
  ., 14µM*, ., ?, ., -3, .
#12 c1ccc(CCc2nc3nccc(-c4ccc5c(c4)OCCCO5)n3n2)cc1
  0%, ?, i, ?, 10%, 2, 9%
#13 CCn1cc(CN2C[C@@H](CO)[C@H](NC(=O)C3CC3)C2)cn1
  -7%, -2%, i, -14%, 0%, -3, 3%
#14 O=[S+]([O-])(c1ccc(Br)cc1)c1nnn2c1nc(NCc1ccncc1)c1ccccc12
  ., i, 4%, i, 0%, 0, 5%
#15 C[C@@H]1O[C@@H](O[C@H]2[C@H](O[C@H]3[C@H](O[C@H]4CC[C@@]5(C)C(CC[C@]6(C)C5CC=C5[C@@H]7CC(C)(C)CC[C@]7(C(=O)O[C@@H]7O[C@H](CO)[C@@H](O[C@@H]8O[C@@H](C)[C@H](O)[C@@H](O)[C@H]8O)[C@H](O)[C@H]7O)CC[C@]56C)C4(C)C)OC[C@H](O)[C@@H]3O)O[C@H](CO)[C@@H](O)[C@@H]2O)[C@H](O)[C@H](O)[C@H]1O (some centres undefined)
  ., ., i[11.5 µM], ., ., -1, -5%[12.5 µM]
#16 CC(C)(C)C(=O)N1CCCC2(CN[S+](=O)([O-])c3cccnc3O2)C1 (centres undefined)
  ., i, -3%, -7%, 3%, -1, -1%
#17 Cn1c(CNC(=O)CC2CCOCC2)nc2ccccc21
  -10%, -20%, -4%, ?, -9%, 2, -6%[12.5 µM]
#18 O=C(NCc1ccccc1)c1cnc2n1CCN(Cc1ccc(F)cc1)CC2
  12%[172 µM], 28µM*, i, ?, ?, 3, -26%[87.6 µM]
#19 CCN1CC2(CCN(C(=O)c3cnc4c(O)cccn4c3=O)CC2)OC1=O
  -4%, 0%, -9%, -1%, -11%, -27*, ?
#20 COc1ccc(-c2cc(C(F)(F)F)n3nc(C(=O)NCC45CC6CC(CC(C6)C4)C5)cc3n2)cc1
  ., ., ., ., 5%, 20, 20%

Only IP6K1 inhibitor and NIH3T3 tox (2 entries from above):
| item | SMILES | IP6K1 inhibitor | NIH3T3 tox |
| --- | --- | --- | --- |
| 17 | Cn1c(CNC(=O)CC2CCOCC2)nc2ccccc21 | 2 | ? |
| 16 | CC(C)(C)C(=O)N1CCCC2(CN[S+](=O)([O-])c3cccnc3O2)C1 (centres undefined) | -1 | -7% |

The list continues:
Values run as follows: Luciferase inh, HEK cytotox, GPT2 inhibitor, NIH3T3 tox, SNCA expr inhib, IP6K1 inhibitor, HEK293 viab
#21 CNC(=O)[C@@H]1CN(C(=O)c2cc(C)[nH]n2)C[C@H]1C1CCN(C)CC1
  4%, i, 3%, i, ?, -1, 4%[12.5 µM]
#22 CC(C)COc1ccc(C(=O)Nc2ccc(S(=O)(=O)Nc3ncccn3)cc2)cc1
  ., ., ., ., 8%, 11, 10%
#23 CC(C)NC(=O)C1CCC(=O)N1C1CCNCC1 (centres undefined)
  1%, i, i, i, -13%, -9, -18%
#24 C=C1CC23CC1CCC2C12OC(=O)C(C)(C(O)CC1O)C2C3C(=O)O (centres undefined)
  ., ., i, ., ., -17, 9%
#25 COCc1nc(-c2ccc(OC3CN(S(=O)(=O)c4ccccc4C)C3)cc2)no1
  12%, 14µM*, -19%, ?, -37%, 8, -21%
#26 CCc1nc2c(c(-c3ccc(Cl)cc3)n1)CN(Cc1ccc(OC)cc1)CC2
  9%, ?, i, 35µM*, ?, -4, ?
#27 COc1ccc(-c2nnc(C[C@@H]3C[C@@H](C(C)C)[C@H](CO)C=C3C)o2)cc1
  5%[172 µM], 40µM*, -5%[88.5 µM], ?, -14%[87.6 µM], -2, ?
#28 CCCN(C(=O)c1nn(-c2ccc(OC)c(Cl)c2)c(=O)c2c1c1ccccc1n2C)c1ccccc1F
  ., ., ., ., -2%, -7, 6%
#29 COC(=O)C1=CO[C@@H](O)C2C(CO)=CCC12 (some centres undefined)
  ., ., i, ., ., -9, -34%
#30 COc1cc(C(=O)NCC(c2ccco2)S(=O)(=O)c2cccs2)cc(OC)c1OC (centres undefined)
  ., ., ., ., -16%, 6, -6%
#31 COc1ccc(NC(=O)CN2CCCN(S(=O)(=O)c3ccc(Br)cc3)CC2)c(OC)c1
  ., ., ., ., 63%[activator], -14, -30%
#32 Cn1c(=O)c2c(ncn2Cc2ccc(Cl)cc2)n(C)c1=O
  ., ., ., ., -9%, 26, -1%
#33 Cc1cccc(C(=O)N2C[C@@H](F)C[C@H]2C(=O)N2CCOCC2)c1
  -3%, 0%, i, -2%, 9%, -1, 4%
#34 COc1ccc(Nc2ccnc(N3CCN(C(=O)C4CCCC4)CC3)n2)cc1
  ., 28µM*, i, ?, -16%, 6, -6%
#35 C=CCc1ccccc1OCCn1c(C2CC(=O)N(Cc3ccc(F)cc3)C2)nc2ccccc21 (centres undefined)
  ., ., ., ., ?, 16, ?
#36 COc1ccc(C(=O)NC2CCN(c3ccnc4ccnn34)CC2)cc1
  ., -12%, 5%, -13%, -14%, 5, -28%
#37 CCOC(=O)C1CCN(C(=O)C2CCN(c3nnc(C)c4c(C)n(-c5ccccc5)nc34)CC2)CC1
  ., ., ., ., 5%, 27, 4%
#38 Cc1ccc(OCC(=O)NCC(=O)OCc2cc(=O)n3nc(CC(C)C)sc3n2)cc1
  ., ., ., ., 11%, -4, 17%
#39 Cc1ccc(CNC(=O)C2CCN(S(=O)(=O)c3cn(C)cn3)CC2)cc1
  ., ., ., ., 25%, 3, 10%
#40 O=C1Nc2ccccc2CC12CCCCN2[S+](=O)([O-])c1cccc(C(F)(F)F)c1 (centres undefined)
  -4%, ?, i, -20%, 23%, 6, 10%

The results go on.
Values run as follows: Luciferase inh, HEK cytotox, GPT2 inhibitor, NIH3T3 tox, SNCA expr inhib, IP6K1 inhibitor, HEK293 viab
#41 CCOc1ccc(S(=O)(=O)NCC(c2ccc(N(C)C)cc2)N2CCCC2)cc1 (centres undefined)
  ., ., ., ., -4%, -8, 8%
#42 CCOc1ccc2nc(SCCN3CCOCC3)[nH]c2c1
  ., ., i, ., ., 1, -7%
#43 CCOC(=O)c1[nH]c2ccccc2c1NC(=O)c1ccc(C)c(C)c1
  ., ., ., ., 36%[activator], -13, -1%
#44 CCC(=O)N1CCc2cc(Br)cc(S(=O)(=O)N3CCC(C(=O)NCCCOC(C)C)CC3)c21
  ., ., ., ., 28%, 14, 4%
#45 COCC(=O)Nc1cccc(-c2nc3cccnc3s2)c1
  ., ., ., ., 120%[activator], -27*, 6%
#46 Cc1cc(C)c(NC(=O)C2CCCN(C(=O)c3cnn(-c4ccccc4)c3-n3cccc3)C2)c(C)c1 (centres undefined)
  ., ., ., ., ?, -9, -26%
#47 O=C(COc1ccccc1)N1CCCCC1c1nc(CCOCC2CCOCC2)no1 (centres undefined)
  ., ?, i, -27%, -3%, -6, -13%
#48 COc1ccc2cc(C(=O)N3C[C@@H](CO)[C@H](c4ccccn4)C3)[nH]c2c1
  -6%, 1%, i, ?, ?, 0, -19%
#49 CCn1ccc(C(=O)NCc2cccnc2N(C)CCc2ccccn2)n1
  10%, i, -5%[11.5 µM], -4%, -11%, 5, -11%
#50 COc1cc(OC)cc(C(=O)N2CCC[C@H]2c2nc(-c3ccc(C)cc3)no2)c1
  -18%, ?, ?, -38%, -8%, -4, 5%
#51 CC(C)c1ccc(CNCCSc2nnnn2-c2ccccc2)cc1
  ., ., ., ., -5%, 14, -5%
#52 O=C(CNC(=O)c1cccc(-c2ccsc2)c1)NCc1ccc(F)cc1F
  ., ?, -2%, -22%, 18%, -2, -5%[12.5 µM]
#53 CNC(=O)CCC[C@@H]1[C@H]2CCCN3CCC[C@@H](CN1C(=O)NCc1ccc(C)cc1)[C@@H]23
  10%, 5%, i, i, 8%, 14, 9%
#54 COCc1nc(CCNC(=O)c2ccoc2)no1
  -7%, -3%, 4%, -10%, 19%, -1, -16%[12.5 µM]
#55 Cn1cc(-c2cnc3[nH]cc(CC(=O)Nc4cccnc4)c3c2)cn1
  2%[172 µM], -21%[172 µM], 3%[88.5 µM], ?, -3%[87.6 µM], -13, -18%[87.6 µM]
#56 Cc1ccc(C(=O)NCC2CCOCC2)cn1
  10%, 6%, i, i, -14%, -4, 1%
#57 O=C(NCC1CCOCC1)c1ccoc1
  -6%, 2%, 3%, -6%, 10%, 9, 6%
#58 COc1ccc(O[C@H]2COCCN(S(=O)(=O)c3c(C)noc3C)C2)cc1
  -5%[172 µM], -25%[172 µM], -5%[88.5 µM], -23%[138 µM], ?, -3, -12%[87.6 µM]
#59 CC(C)(O)C#Cc1ccc(CN2CCCC(CCC(=O)Nc3ccccc3F)C2)s1 (centres undefined)
  3%, ?, i, ?, -12%, 2, 1%
#60 O=[S+]([O-])(c1cccs1)N1CCCC2(CC(c3ccccn3)=NO2)C1 (centres undefined)
  ., -10%, -5%, -7%, -8%, 4, 0%
#61 Cc1ccc(OCC(=O)Nc2sc3c(c2C(N)=O)CCCC3)c(C(C)(C)C)c1
  ., ., ., ., -4%, 33, -4%
